PTHR1 agonist: agonists of human PTHR1 parathyroid hormone receptor. HEK293 GP2 PTHR1 cells, GloSensor cAMP luminescence, 1 h. AID 743266. Potency, µM (doses to about 115 µM), for inactives: at the top dose activation, usual class: activators. 410,000 compounds, 0.075% hits. Q03431; note: nearly all actives have a fitted effect of over 55% in size; some results filed as inactive show a strong effect at the top dose; inactives centre near -15; many of its hits are not listed in these tables
Target sequence (Q03431 whole entry, looked up): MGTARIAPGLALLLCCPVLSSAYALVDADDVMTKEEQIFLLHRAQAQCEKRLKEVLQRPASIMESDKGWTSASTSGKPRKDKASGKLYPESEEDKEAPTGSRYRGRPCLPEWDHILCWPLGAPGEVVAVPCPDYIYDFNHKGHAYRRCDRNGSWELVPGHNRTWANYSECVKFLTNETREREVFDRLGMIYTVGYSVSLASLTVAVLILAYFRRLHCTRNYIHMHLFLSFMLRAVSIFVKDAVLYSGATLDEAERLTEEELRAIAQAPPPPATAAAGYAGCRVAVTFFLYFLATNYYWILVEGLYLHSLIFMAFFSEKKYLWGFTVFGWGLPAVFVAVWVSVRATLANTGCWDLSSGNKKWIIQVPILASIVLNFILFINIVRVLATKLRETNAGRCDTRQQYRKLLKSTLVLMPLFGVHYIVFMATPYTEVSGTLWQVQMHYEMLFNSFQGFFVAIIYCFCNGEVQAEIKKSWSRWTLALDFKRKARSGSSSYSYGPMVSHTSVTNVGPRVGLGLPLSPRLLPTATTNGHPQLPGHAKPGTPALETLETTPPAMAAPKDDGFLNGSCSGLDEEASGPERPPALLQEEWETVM
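HEK-293-derived GP2 cells expressing PTHR1 and a GloSensor cAMP reporter, 3,000/well, plated overnight, given luciferin plus IBMX (each 0.5 mM as added) for 1 h at 37 °C, then compound for 1 h at 37 °C. Luminescence was read after 15 min at room temperature.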
EPAC2 ag: EPAC2 (human) agonism. Q8WZA2. EPAC2 activation, biochemical qHTS; response scale: 100% = 6.5 mM cAMP response. Potency, µM (series often up to 154 µM), without a hit: at the highest dose activation, hits mostly activators. 360,000 compounds, 0.079% hits. AID 720711; note: nearly all actives have a fitted effect of over 50% in size
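EPAC2 (100 nM) mixed with Rap1B loaded with BODIPY-GDP (250 nM) plus 50 uM unlabeled GDP; compounds pinned in, 5 min RT, then read every 5 min for 30 min (ex 480, em 540 nm). Normalized to cAMP control.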
TDP-43 yeast inh: inhibitors of TDP-43 toxicity in yeast. 410,000 compounds, 1.8% hits. TDP-43 expressing yeast growth rescue, BacTiter-Glo, 24 h. Potency, µM (top dose mostly 46.1 µM), without a hit: at the highest dose growth rescue (activation), most hits filed as activators. AID 652104; note: % of control where 0% means no effect; nearly all actives have a fitted effect of over 50% in size
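Galactose-induced TDP-43 yeast, OD600=0.02, compound pinned; 24 hr, 30 deg C; BacTiter-Glo luminescence for growth. Inhibitors of TDP-43 toxicity read as activators.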
EPAC2 antag: EPAC2 (human) antagonism; AID 720708; Potency, µM (top dose mostly 114 µM), inactives show at the highest dose activity, negative = inhibition, actives largely listed as inhibitors; Q8WZA2; EPAC2 GEF exchange of Rap1B-BODIPY-GDP, fluorescence; 360,000 compounds, 0.18% hits; note: % is set by controls: 0 for no effect and ±100 for the full control effect; nearly all actives have a fitted effect of over 45% in size; many of its hits are not listed in these tables
aSyn rescue: alpha-synuclein toxicity inhibition in yeast. 370,000 compounds, 0.14% hits. Yeast expressing alpha-synuclein, growth rescue, BacTiter-Glo, 24 h. Potency, µM (titrated, usually from 46.1 µM), inactives show at the highest dose growth rescue (activation), actives largely listed as activators; note: % of control where 0% means no effect; nearly all actives have a fitted effect of over 65% in size
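Galactose-induced alpha-syn yeast (OD600=0.02, raffinose-pregrown) + pinned cpd, 24 hr, 30 deg C; growth by BacTiter-Glo luminescence. Growth restoration scores as activation.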
EPAC1 agonist: activates human EPAC1 exchange factor | O95398 | EPAC1 agonist qHTS, biochemical assay; response scale: 100% = response to 6.5 mM cAMP | Potency, µM (doses to about 154 µM), inactives show at the highest dose activation, actives largely listed as activators | 360,000 compounds, 0.073% hits; note: nearly all actives have a fitted effect of over 60% in size
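Normalized to 6.5 mM cAMP, activity reflects EPAC1-catalysed release of BODIPY-GDP from Rap1B, followed kinetically over 30 min at 480 nm excitation, 540 nm emission. Reaction contained 100 nM EPAC1, 250 nM Rap1B-BODIPY-GDP, 50 uM GDP.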
EPAC1 antag: EPAC1 (human) antagonism; Potency, µM (series often up to 115 µM), for the others: at the highest dose activity change, negative = inhibition, actives largely listed as inhibitors; 360,000 compounds, 0.14% hits; AID 720709; EPAC1 GEF assay, Rap1b-BODIPY-GDP exchange fluorescence;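 note: plate controls were vehicle for no effect and positive control for full effect; nearly all actives have a fitted effect of over 50% in size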
FUS suppressor: suppressors of FUS proteinopathy in yeast; Potency, µM (highest dose often 76.6 µM), inactives show at the top dose growth rescue (activation), usual class: activators; AID 1347120; S. cerevisiae FUS-expressing, growth rescue, OD600, 24 h; 390,000 compounds, 0.24% hits;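 note: plate controls were DMSO vehicle for no effect and reference control for full effect; nearly all actives have a fitted effect of over 55% in size; some results filed as inactive show a strong effect at the top dose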
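Restored growth of FUS-toxic S. cerevisiae, read as 600 nm absorbance after 24 h at 30C in galactose medium (starting OD 0.005). Controls CP55940 and DMSO.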
The depositor's hits bear a star; i = inactive; ? = inconclusive; / = no result given; [ ] = another dose, or the depositor's remark. Calls come from the whole dose curve; as a rule, active = well fitted curve in the direction sought with a large enough effect; inconclusive = small, poorly fitted or top-dose-only effect, or another doubt; inactive = no such curve, though single readings can be large; an effect the other way counts as inactive or inconclusive. Potency is the fitted concentration of half-maximal effect. An excerpt; count on the stated rates, not on these rows.

SMILES	PTHR1 agonist	EPAC2 ag	TDP-43 yeast inh	EPAC2 antag	aSyn rescue	EPAC1 agonist	EPAC1 antag	FUS suppressor
CC(C)(C)C(=O)NC(=O)Nc1ccccc1C(F)(F)F	-7%	3%	?	-1%	-10%	-8%	3%	-11%
COC(=O)c1sc(NC(=O)c2ccc(Cn3cc(Cl)cn3)o2)c(C#N)c1C	i	-4%	5%	0%	-26%	-4%	6%	26%
CCS(=O)(=O)c1ccc(O)c(NC(=O)c2cc(-c3ccccn3)nc3ccccc23)c1	-10%	0%	5%	-3%	0%	7%	-11%	-3%
CC(=O)N/C(=C/c1ccc2c(c1)OCO2)C(=O)NCCO	-12%	-1%	-11%	-3%	-3%	1%	5%	-1%
CC(C)(C)c1csc(Sc2ncccc2[N+](=O)[O-])n1	-14%	1%	20%	?	3%	1%	-3%	-4%
CCn1cc([N+](=O)[O-])c(C(=O)N2CCN(C(=O)c3ccco3)CC2)n1	i	11%	-5%	-12%	1%	3%	?	/
COC(=O)C1=C(C)N(Cc2ccccc2)C(=NCc2ccco2)N[C@H]1c1cccc(F)c1	-17%	3%	19%	2%	7%	-4%	0%	15%
O=S1(=O)CCN(Cc2ccncc2)CC1	-15%	2%	13%	-3%	-1%	-20%	12%	-5%
Cc1ccc(S(=O)(=O)N2CCN(CN3C(=O)CC4(CCCC4)C3=O)CC2)cc1	i	-3%	9%	17%	8%	50%	2%	4%
O=C(c1ccc(Cl)cc1Cl)N1CCSCC1	-6%	7%	-3%	-2%	0%	6%	-7%	-22%
CS(=O)(=O)N(CC(=O)NCCSC1CCCCC1)c1ccc2c(c1)OCO2	i	-20%	11%	-15%	?	2%	-17%	-22%
NC(CCc1ccccc1)c1csc(Nc2ccc(C(=O)NCCCO)cn2)n1 (configuration not stated)	i	3%	14%	-8%	5%	5%	-3%	?
O=C(NCc1ccccc1Cl)C1CCN(C(=O)c2ccco2)CC1	-15%	10%	-11%	4%	0%	-1%	2%	12%
CCCCc1c(C)c(C#N)c2nc3ccccc3n2c1Nc1c(C)n(C)n(-c2ccccc2)c1=O	i	-10%	4%	27%	1%	-11%	9%	?
O=c1c2cn[nH]c2[nH]c(=S)n1-c1cccc(Cl)c1	i	0%	-14%	-1%	-1%	2%	18%	18%
O=C(NC(=O)c1c(F)cccc1F)Nc1ccccc1SC(F)F	-24%	3%	-16%	5%	-2%	3%	-1%	-7%
O=C(Nc1ccc2c(c1)Cc1ccccc1-2)c1ccncc1	-15%	-4%	?	8%	6%	-10%	-8%	9%
CCSc1nnc(NC(=O)CSc2nccn2-c2cc(C)cc(C)c2)s1	-9%	-2%	23%	0%	4%	6%	10%	-10%
CCCCOC(=O)/C=C\C(=O)OCCCC	-20%	-5%	-10%	-2%	?	-5%	7%	-38%
CCN(CC)C(=O)CSC1c2ccccc2C(=O)N1c1ccccc1 (configuration not stated)	-35%[inhibitor][57.5 µM]	1%	-1%	11%	-22%	-3%	4%	27%
O=C(CCN1CCCCC1)N=Nc1c(O)[nH]c2ccccc12	-21%	11%	-14%	-4%	15%	8%	-7%	6%
CC(C)c1ccc(N2C(=O)C3C4C=CC(CC4)C3C2=O)cc1 (configuration not stated)	i	3%	12%	-2%	0%	5%	-18%	-20%
Cc1cc(C)cc(OCC(=O)Nc2nc(-c3ccccn3)cs2)c1	-7%	1%	13%	5%	2%	14%	-12%	-2%
CC(=O)c1ccc(NC(=O)CC(NCCC2=CCCCC2)C(=O)O)cc1 (configuration not stated)	i	4%	11%	-7%	5%	1%	-13%	5%
Cc1cc(C)c2nc(N3CCCC(C(=O)NC4CCCC4)C3)sc2c1 (configuration not stated)	-7%	-1%	3%	-19%	1%	-22%	-22%	-15%

Retrieved one by one from the list above:
SMILES	PTHR1 agonist	EPAC2 ag	TDP-43 yeast inh	EPAC2 antag	aSyn rescue	EPAC1 agonist	EPAC1 antag	FUS suppressor
CCCCc1c(C)c(C#N)c2nc3ccccc3n2c1Nc1c(C)n(C)n(-c2ccccc2)c1=O	i	-10%	4%	27%	1%	-11%	9%	?
Cc1cc(C)cc(OCC(=O)Nc2nc(-c3ccccn3)cs2)c1	-7%	1%	13%	5%	2%	14%	-12%	-2%
CCSc1nnc(NC(=O)CSc2nccn2-c2cc(C)cc(C)c2)s1	-9%	-2%	23%	0%	4%	6%	10%	-10%
O=C(NC(=O)c1c(F)cccc1F)Nc1ccccc1SC(F)F	-24%	3%	-16%	5%	-2%	3%	-1%	-7%
CCS(=O)(=O)c1ccc(O)c(NC(=O)c2cc(-c3ccccn3)nc3ccccc23)c1	-10%	0%	5%	-3%	0%	7%	-11%	-3%
COC(=O)C1=C(C)N(Cc2ccccc2)C(=NCc2ccco2)N[C@H]1c1cccc(F)c1	-17%	3%	19%	2%	7%	-4%	0%	15%

The listing continues:
SMILES	PTHR1 agonist	EPAC2 ag	TDP-43 yeast inh	EPAC2 antag	aSyn rescue	EPAC1 agonist	EPAC1 antag	FUS suppressor
Cc1cccc(C(=O)NCC(=O)OCC(=O)N(C)CC(=O)Nc2ccccc2Cl)c1	-24%	0%	9%	-1%	0%	7%	3%	/
CC1(C)CC2CC(C)(CN2C(=S)NC(=O)c2ccccc2Cl)C1 (configuration not stated)	i	-4%	11%	1%	-2%	-2%	0%	36%
Cc1ccc(Nc2nnc(SCC(=O)NCCN3C(=O)CSC3=O)s2)cc1C	-4%	-5%	3%	-9%	-7%	3%	-18%	7%
Cn1c(N)c(C(=O)Nc2ccccc2F)sc1=S	-4%	9%	6%	-2%	-5%	19%	0%	5%
CNC(=O)c1nc(C)c(C2(C)CC(c3cccc([N+](=O)[O-])c3)=NO2)s1 (configuration not stated)	i	8%	20%	-7%	0%	-7%	-21%	2%
O=C1ON=C(c2ccccc2[N+](=O)[O-])/C1=C/c1cccc([N+](=O)[O-])c1O	i	13%	1%	-1%	3%	0%	-4%	4%
NS(=O)(=O)c1ccc(CCNC(=O)c2ccccc2[N+](=O)[O-])cc1	i	7%	15%	4%	-4%	-2%	-6%	-11%
CCOC(=O)c1cnc(-n2nc(C)cc2C)nc1NCc1ccc2c(c1)OCO2	i	-15%	13%	-1%	-2%	-2%	-14%	23%
CCN(CC(=O)Nc1ccccc1C(F)(F)F)C(=O)CCSc1ccc(F)cc1	-30%	-3%	10%	-5%	1%	2%	4%	11%
N#Cc1ccc(S(=O)(=O)N2CCN(c3ncccn3)CC2)cc1	i	5%	0%	3%	10%	-2%	2%	16%
O=C(/C=C/c1ccco1)NC(=S)Nc1cccc(-c2nc3ccccc3o2)c1	i	6%	25%	-15%	3%	9%	?	30%
COc1cccc(C(NC(C)=O)c2ccc3cccnc3c2O)c1 (configuration not stated)	-2%	-5%	4%	?	?	2%	-8%	?
CC(C)C1N(C(=O)CN2CCCC2)CCN1S(=O)(=O)c1ccccc1 (configuration not stated)	i	1%	3%	3%	5%	0%	-11%	14%
COC(=O)c1ccc(CN2CCc3ccccc32)cc1	i	9%	0%	-2%	13%	5%	-22%	3%
Cn1nnnc1P(=O)(c1ccccc1)c1ccccc1	i	7%	-17%	10%	0%	-2%	13%	-10%
CC(C)c1ccc(NC(=O)[C@H](Cc2c[nH]c3ccccc23)NC(=O)[C@@H]2Cc3ccccc3CN2)cc1	i	-2%	10%	19%	?	-13%	6%	36%
OC1(CNCc2ccccc2)C2CC3CC(C2)CC1C3 (configuration not stated)	i	11%	6%	-2%	-12%	7%	4%	-4%
CCCn1c(N)c(C(=O)CN(C)CC(=O)Nc2c(C)cc(C)cc2C)c(=O)[nH]c1=O	i	5%	-11%	6%	-7%	-6%	3%	8%
Cc1ccc(-c2cc(C(F)F)n3ncc(C(=O)N4CCCc5ccccc54)c3n2)cc1	i	-2%	3%	5%	-1%	0%	8%	8%
COc1cc(/C=C2\SC(=S)N(CCC(=O)Nc3ccc(O)cc3)C2=O)cc(OC)c1OC	i	-4%	-10%	7%	-2%	9%	-17%	24%
O=C(NCCCN1CCOCC1)c1onc(CSc2nc3ccccc3[nH]2)c1C(=O)NCCCN1CCOCC1	2%	9%	-24%	22%	3%	-6%	-7%	-3%
Cc1cc(C)n(C(=O)c2ccc(S(=O)(=O)NCC3CCCO3)cc2)n1 (configuration not stated)	i	9%	-29%	0%	-2%	2%	-12%	?
O=C(CC1C(=O)NCCN1C(=O)Nc1ccccc1)Nc1ccc2c(c1)OCO2 (configuration not stated)	-14%[57.5 µM]	5%	0%	-7%	-6%	6%	-1%	13%
Cc1ccc(CN2CCN(Cc3cc(=O)c4ccccc4[nH]3)CC2CCO)o1 (configuration not stated)	-24%	11%	16%	7%	1%	9%	-3%	-24%
C=CCC(NC(C)c1ccccc1)c1ccco1 (configuration not stated)	-9%[57.5 µM]	5%	-9%	-1%	-1%	12%	-18%	38%
Additional entries:
SMILES	PTHR1 agonist	EPAC2 ag	TDP-43 yeast inh	EPAC2 antag	aSyn rescue	EPAC1 agonist	EPAC1 antag	FUS suppressor
Cc1cccc(-c2nn(-c3ccccc3)cc2C(=O)N2CCN(C3CCS(=O)(=O)C3)CC2)c1 (configuration not stated)	-17%	-1%	17%	3%	-4%	8%	10%	/
Cc1ccc(F)c(S(=O)(=O)NC(=O)C2(C)CCN2C(=O)c2ccco2)c1 (configuration not stated)	i	11%	6%	17%	-2%	-4%	16%	-3%
O=C(NCCCN1CCOCC1)c1cn(-c2ccccc2)nc1-c1cccs1	i	4%	-5%	1%	0%	4%	0%	2%
O=[N+]([O-])c1ccc(Cl)cc1C=NNc1ccccn1	i	-1%	18%	1%	-12%	9%	8%	/
CC1=C(C(N)=O)C(c2cccc(O)c2)n2nc(CCCO)nc2N1 (configuration not stated)	5%	-3%	8%	4%	-2%	-7%	-7%	-19%
COc1ccccc1C(c1c(O)nc(SC)[nH]c1=O)c1c(O)nc(SC)[nH]c1=O	i	-1%	-1%	-9%	-4%	-5%	4%	2%
COC(=O)c1cc(S(=O)(=O)Nc2ccsc2C(=O)OC)oc1C	-1%	3%	17%	-11%	4%	16%	-2%	1%
O=C(C(=O)N1CCCCC1)c1c(-c2ccccc2)[nH]c2ccccc12	-20%	6%	-4%	1%	0%	6%	-11%	11%
COc1ccc(NS(=O)(=O)c2cc(C)ccc2C)cc1	i	-3%	27%	-9%	7%	2%	0%	11%
COc1ccc(Nc2ccc(S(=O)(=O)N3CCCCC3)cc2[N+](=O)[O-])cc1OC	-28%	12%	?	-4%	13%	15%	-14%	/

Source: PubChem BioAssay (National Center for Advancing Translational Sciences (NCATS))
